DAX1 inh-1 – inhibitors of DAX1 repression of SF-1 activated StAR promoter; HEK293T StAR-luciferase reporter, SF-1/DAX-1 repression relief; inhibition, % at 6.8 µM; 370,000 tested, 1.1% active; AID 652010;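 active = inhibition above the mean over all tested compounds plus 3 SD, cut at about 3.6% in these data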;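 also: 0% = DAX-1 cells with DMSO and 100% = cells lacking DAX-1 with DMSO; higher inhibition means more luminescence from relief of DAX-1 repression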
ssDAF-12 act – activators of S. stercoralis DAF-12 nuclear receptor; HEK293 ssDAF-12/GRIP1 lit1-tk-luc reporter, luminescence; % of 3 µM dafachronic acid response; activation, % at 6.8 µM; 370,000 tested, 1% active; AID 652126;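 active = activation above the mean over all tested compounds plus 3 SD, cut at about 0.9% in these data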;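 also: 0% = DMSO-only wells and 100% = 3 µM delta7-dafachronic acid wells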
NPR2 activator – GC-B (human) receptor activation; P20594; HEK293-GC-B cells, CNP EC30, cGMP TR-FRET; 0% at EC30 CNP, 100% saturating CNP; activation, % at 10 µM; 370,000 tested, 0.11% active; AID 1920062;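 active = activation at 10 µM reaching about 35% in either raw or pattern-adjusted values, limit read from the data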
Target sequence (P20594 whole entry, looked up): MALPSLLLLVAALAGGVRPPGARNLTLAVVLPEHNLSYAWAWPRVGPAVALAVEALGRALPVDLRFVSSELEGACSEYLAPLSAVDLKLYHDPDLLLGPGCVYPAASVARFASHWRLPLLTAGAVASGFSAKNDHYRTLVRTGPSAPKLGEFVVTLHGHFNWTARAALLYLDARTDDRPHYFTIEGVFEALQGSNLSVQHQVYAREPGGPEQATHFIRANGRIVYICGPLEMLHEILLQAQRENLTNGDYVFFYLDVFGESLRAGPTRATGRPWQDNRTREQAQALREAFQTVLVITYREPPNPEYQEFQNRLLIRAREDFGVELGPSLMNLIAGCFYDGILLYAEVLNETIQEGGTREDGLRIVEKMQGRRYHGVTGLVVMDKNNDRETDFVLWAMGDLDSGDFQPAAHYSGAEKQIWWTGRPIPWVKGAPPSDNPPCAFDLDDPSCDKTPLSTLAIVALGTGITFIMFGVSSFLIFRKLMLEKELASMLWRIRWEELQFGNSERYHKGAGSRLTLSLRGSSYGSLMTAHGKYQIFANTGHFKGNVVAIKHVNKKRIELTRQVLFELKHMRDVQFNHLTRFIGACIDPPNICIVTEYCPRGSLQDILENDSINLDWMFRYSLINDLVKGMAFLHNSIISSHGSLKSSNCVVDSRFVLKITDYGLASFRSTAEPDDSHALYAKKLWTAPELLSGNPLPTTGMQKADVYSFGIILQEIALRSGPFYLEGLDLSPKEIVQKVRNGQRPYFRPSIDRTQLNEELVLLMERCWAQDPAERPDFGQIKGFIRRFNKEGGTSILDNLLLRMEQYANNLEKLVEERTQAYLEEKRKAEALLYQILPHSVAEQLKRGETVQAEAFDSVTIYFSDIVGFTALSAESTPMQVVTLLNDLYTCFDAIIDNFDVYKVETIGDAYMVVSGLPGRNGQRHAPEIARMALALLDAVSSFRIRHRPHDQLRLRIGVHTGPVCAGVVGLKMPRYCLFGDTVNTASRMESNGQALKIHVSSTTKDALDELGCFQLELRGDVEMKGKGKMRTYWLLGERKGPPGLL
NPR1 activator – GC-A (human) enzyme activation. P16066. HEK293 GC-A cells, cGMP TR-FRET, EC30 ANP; 0% at EC30 ANP, 100% saturating ANP. activation, % at 10 µM. 370,000 tested, 0.14% active. AID 1671463; in the data active = activation above about 40%
hgDAF12 agonist – hgDAF-12 agonism, primary luciferase screen; AID 687014; 370,000 tested, 1.8% active; activation, % at 6.8 µM; HEK293 GAL4-hgDAF12 UAS-luciferase reporter, agonist luminescence; normalized to butyrate control;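 active = activation above a cutoff set at the mean of all screened compounds plus 3 SD, cut at about 10% in these data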;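 also: 0% = DMSO wells and 100% = sodium butyrate wells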
SMARCA2 activ – activators of SMARCA2 function; activation, % at 9.1 µM; MG213 cells, MMTV-luciferase reporter, dexamethasone, overnight; 370,000 tested, 1% active; in the data active = activation above about 7.8%;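 also: 0% = vehicle wells and 100% = reference activator wells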
proKLK7 act – activators of human kallikrein-7 zymogen; P49862; 370,000 tested, 0.9% active; activation, % at 7 µM; purified proKLK7, EDANS-DABCYL substrate fluorescence; 100% is mature enzyme control, 0% vehicle; AID 652039;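 active = activation above the mean of all tested compounds plus 3 SD, computed per campaign excluding outliers beyond control limits, cut at about 13% in these data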
DAX1 inh-2 – inhibitors of human orphan nuclear receptor DAX1 (NR0B1) | HEK293 Gal4-DAX1 luciferase reporter, luminescence | inhibition, % at 6.75 µM | 340,000 tested, 0.99% active | AID 504766;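 active = inhibition above the mean over all tested compounds plus 3 SD, cut at about 4.2% in these data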;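 also: 0% = DAX1-transfected cells with DMSO and 100% = empty-vector control cells with DMSO; inhibition shows as a rise in luminescence from relieved DAX1 repression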
hcDAF12 agonist – activates DAF-12 receptor from parasite H. contortus. HEK293 hcDAF-12 lit1-tk-luc reporter, luminescence; 0% DMSO, 100% Δ7-dafachronic acid. activation, % at 6.8 µM. 370,000 tested, 1.4% active. AID 652067;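 active = activation above the mean of all tested compounds plus 3 SD, cut at about 5.5% in these data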;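 also: 100% = response to 3 µM Δ7-dafachronic acid high control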
HGIII-sPLA2 inh – Blocks human group III sPLA2 activity | 370,000 tested, 0.56% active | Q9NZ20 | AID 743126 | QFRET BODIPY PC-A2 liposome hydrolysis, fluorescence | inhibition, % at 12.2 µM;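 active = inhibition above mean plus 3 SD of compounds lying within the high and low control bounds, cut at about 19% in these data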;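 also: 0% = median of test compound wells and 100% = no enzyme DMSO wells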
GAA850 FXN act – increases GAA850 frataxin promoter reporter activity; 360,000 tested, 0.56% active; activation, % at 6 µM; HEK293 lucGAA850 FXN promoter luciferase reporter, 24 h; percent of 10 µM SAHA response;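 active = activation above the average of all compounds screened plus 3 SD, cutoff fixed separately per campaign, cut at about 7.5% in these data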;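 also: 0% = DMSO wells and 100% = 10 µM SAHA wells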
* = called active by the depositor; x = not tested or not shown.

SMILES	DAX1 inh-1	ssDAF-12 act	NPR2 activator	NPR1 activator	hgDAF12 agonist	SMARCA2 activ	proKLK7 act	DAX1 inh-2	hcDAF12 agonist	HGIII-sPLA2 inh	GAA850 FXN act
Cc1ccc(NC(=O)c2cc(C)n(-c3cccc(C)c3)c2C)cc1	-1.2	-1.7	3	-3	-4.1	2	-0.1	-3.2	-3.5	-4	-5.8
COc1cccc(CNC(=O)Cc2ccc(OC)c(S(=O)(=O)N3CCOCC3)c2)c1	1.6	-1.3	3	2	-1.1	-1	0.0	-1.8	-0.8	7	0.6
Cc1cc(C)cc(N(CC(=O)NCC2CCCO2)C(=O)CCC(=O)Nc2cc(C)on2)c1 (stereo not given)	-0.7	-0.8	3	1	-0.1	0	-0.1	0.0	-0.7	-2	2.7
CN1C(=O)/C(=C/c2coc3ccc(O)cc3c2=O)SC1=S	0.3	-1.4	-6	-2	-0.3	-3	0.6	-1.4	1.6	-5	1.4
O=C(Cn1cnc2ccccc2c1=O)Nc1ccccc1N1CCOCC1	-0.8	-1.3	-5	-1	1.6	-2	0.3	0.8	-2.4	-2	0.0
CC(C)C(C)NC(=O)CN1C(=O)NC(c2ccccc2)(c2ccccc2)C1=O (stereo not given)	-0.1	-0.8	1	-4	0.4	-3	0.6	0.7	-1.5	-2	-0.5
CNC(C)C(=O)NC(C(=O)N1CCCC1C(=O)Nc1ccc2ncccc2c1)C(C)C (stereo not given)	0.5	-1.2	0	1	-2.4	0	0.1	0.3	-0.7	11	2.7
Cc1ccc(OCc2cccc(S(=O)(=O)N(C)C)c2)c([N+](=O)[O-])n1	-0.5	-1.0	-2	2	-0.9	2	0.1	0.0	0.3	1	5.0
COc1ccc(/C=N/n2nnnc2N)cc1OC	0.2	-1.7	-5	2	2.7	-2	0.1	2.6	0.6	-3	1.3
O=[N+]([O-])c1ccc(COc2ccccc2CN2CCOCC2)cc1	-2.6	-1.4	8	-3	-1.9	-5	0.0	0.0	-1.5	12	1.8
CC(=O)Nc1ccc(NC(=O)COc2ccc(-c3ccc(C#N)cc3)cc2)cc1	1.8	-0.7	-6	3	0.8	-1	-0.9	1.2	-0.8	8	0.8
Cc1nc(Nc2ccc(S(N)(=O)=O)cc2)sc1-c1ccccc1	0.3	-1.1	3	-12	3.8	3	1.3	-0.7	-2.8	-23	1.9
CN(CC(=O)Nc1ccccc1N1CCOCC1)S(=O)(=O)c1ccc(F)cc1	-1.3	-1.4	5	-3	-1.8	-1	0.3	-0.2	-1.0	-2	-0.6
Cc1ccc(N(CC(=O)NC(C)C)C(=O)CCC(=O)Nc2nccs2)c(C)c1	0.1	-0.8	-2	-2	-2.2	2	0.2	-1.1	-0.8	-8	1.3
CC(C)(C)c1cc(OS(C)(=O)=O)ccc1O	-0.8	-1.2	3	4	-0.9	2	-0.1	-0.4	0.1	-6	3.0
COC(=O)[C@]12C[C@H](CC(=O)N3CCOCC3)C(=O)N(Cc3ccccc3)C1=C[C@H](C(C)(C)C)O[C@@H]2C	-0.6	-0.7	-9	-4	-0.7	-6	-0.1	x	0.1	1	x
CC(C)c1ccc(O)c(NC(=S)NC(=O)c2ccc3c(c2)OCO3)c1	1.2	0.3	-1	1	8.5	5	0.3	1.7	3.8	13	1.8
O=C(Nc1nnc(COc2ccc(Br)cc2)s1)c1ccco1	0.1	-0.7	-3	2	-1.0	-1	0.2	0.3	0.9	3	0.8
CC(NC(=O)/C=C/c1ccccc1)c1ccccc1 (stereo not given)	-0.5	-1.5	-3	2	-1.9	-2	-0.3	-1.1	-1.8	-5	3.2
O=C(CCC(=O)N1CCOCC1)Nc1ccc(Cl)c(Cl)c1	-0.5	-1.0	0	1	2.0	-1	0.1	1.4	1.8	8	-1.0
CSc1nccc(N2CCN(c3ccc(F)cc3)CC2)n1	-1.5	-2.0	-5	0	-2.3	-4	0.0	-1.3	-2.2	-3	3.5
O=C(NCC(=O)N1CCN(S(=O)(=O)c2ccccc2C(F)(F)F)CC1)c1sc2ccccc2c1Cl	0.8	-0.5	0	3	1.1	-1	0.2	0.6	0.5	9	0.7
CCOC(=O)N1CCN(c2ccc3nnnn3n2)CC1	-0.2	-1.2	2	1	1.0	-1	-0.2	0.1	0.5	4	0.3
CCOc1ccc(CC2S/C(=N/c3ccccn3)NC2=O)cc1 (stereo not given)	0.6	-0.2	-3	-2	-1.2	-3	-0.1	-0.3	-1.0	-7	0.8

Record cards, as listed above. Values in the order: DAX1 inh-1	ssDAF-12 act	NPR2 activator	NPR1 activator	hgDAF12 agonist	SMARCA2 activ	proKLK7 act	DAX1 inh-2	hcDAF12 agonist	HGIII-sPLA2 inh	GAA850 FXN act
CN(CC(=O)Nc1ccccc1N1CCOCC1)S(=O)(=O)c1ccc(F)cc1 as listed: -1.3	-1.4	5	-3	-1.8	-1	0.3	-0.2	-1.0	-2	-0.6
CC(NC(=O)/C=C/c1ccccc1)c1ccccc1 (stereo not given) as listed: -0.5	-1.5	-3	2	-1.9	-2	-0.3	-1.1	-1.8	-5	3.2
O=C(NCC(=O)N1CCN(S(=O)(=O)c2ccccc2C(F)(F)F)CC1)c1sc2ccccc2c1Cl as listed: 0.8	-0.5	0	3	1.1	-1	0.2	0.6	0.5	9	0.7

(further entries)
SMILES	DAX1 inh-1	ssDAF-12 act	NPR2 activator	NPR1 activator	hgDAF12 agonist	SMARCA2 activ	proKLK7 act	DAX1 inh-2	hcDAF12 agonist	HGIII-sPLA2 inh	GAA850 FXN act
O=C(CCCn1c(SCC(=O)NC2CCCCC2)nc2ccccc2c1=O)NCC1CCCO1 (stereo not given)	-0.7	-1.8	1	3	1.1	2	1.0	1.8	-1.4	-2	-0.2
O=C(NCc1cccnc1)c1cc(Sc2ccccc2Cl)nc2ccccc12	-1.1	-1.9	-6	6	-2.2	-3	0.1	-1.2	-1.2	8	-1.1
O=C(O)COc1ccccc1/C=N/NC(=O)CSc1nnc(SCc2ccc(Cl)cc2)s1	0.6	-0.8	4	0	1.0	2	0.0	1.4	0.1	-15	0.7
COc1ccc(-c2nnn(CC(=O)N(C3CCCC3)C(C)C(=O)NC3CCCC3)n2)cc1OC (stereo not given)	-1.0	-1.8	2	1	-1.5	3	0.8	0.0	-2.3	-1	-2.6
C=CCOC(=O)C(=O)/C=C/c1csc2ccccc12	0.0	0.2	-2	-1	1.5	1	0.0	1.2	3.2	-3	0.0
Cc1cc(C(=O)CSC(C)c2nc3ccccc3c(=O)[nH]2)c(C)n1C (stereo not given)	0.0	-0.7	6	0	0.6	3	0.4	2.7	-0.2	-4	-0.2
CC(=O)c1ccc(-n2c(-c3cc(-c4ccco4)[nH]n3)n[nH]c2=S)cc1	0.2	-0.9	-5	-1	-1.6	1	0.5	5.6*	-1.3	0	2.2
O=S1(=O)N[C@@H](Cc2ccccc2)COc2cccc(NCCCN3CCOCC3)c21	-0.5	-0.7	1	3	-2.3	-4	-0.1	x	-1.7	4	x
CC1=CC2=NC(=O)C(c3ccccc3)C(=O)N2C=C1 (stereo not given)	0.6	-0.4	2	4	4.5	1	3.1	1.8	3.8	-4	1.1
O=C(CCCC1=NS(=O)(=O)c2ccccc2N1)Nc1ccccc1	-1.5	-1.1	0	7	1.4	-1	0.2	0.9	-0.5	2	0.2
Cc1ccc(NC(=O)Nc2ccccc2)c(Br)c1	0.8	-1.6	0	6	6.8	7	-0.1	-0.2	3.0	18	1.6
COc1ccc2nc(NC(=O)c3ccccc3-c3ccccc3C(=O)O)sc2c1	0.0	-0.3	-2	4	-2.0	-3	-0.1	3.5	-1.5	-3	1.5
Cc1nc2nc(SCc3ccccc3)nn2c(C)c1C	2.3	-0.4	6	5	6.5	-1	0.2	0.0	-1.1	10	1.8
CCc1nc2ccc(C(=O)NCCCn3ccnc3)cn2c1N(C)Cc1ccc(Cl)cc1	-1.0	-1.2	1	-1	-3.4	-2	0.0	x	0.2	-10	0.2
Cc1ccc(C2/C(=C(\O)c3c(C)nc4c(C)cccn34)C(=O)C(=O)N2CCN(C)C)o1 (stereo not given)	0.1	0.1	5	4	1.0	-4	-0.1	2.1	0.7	7	0.2
CC1CCCCN1C(=O)CCC(=O)Nc1nnc(C(F)(F)F)s1 (stereo not given)	-0.2	-1.1	1	0	-2.3	0	0.3	-0.4	-1.3	2	0.6
CCC(Sc1nc2n[nH]c(C)c2c(=N)n1-c1cccc(Cl)c1)C(=O)NCCOC (stereo not given)	-1.8	-1.1	-8	-6	-2.6	2	0.4	0.5	-2.6	-12	-3.4
CCSC1=C(C#N)C(c2cccs2)C(C(=O)OC)=C(C)N1 (stereo not given)	-1.0	-0.7	-9	-1	-3.0	-1	0.3	-0.3	-0.5	-9	1.9
CCCCn1c(SCC(=O)Nc2ccc3c(c2)OCCO3)nnc1C(CC)N(C)C (stereo not given)	0.0	-0.9	0	-1	-2.0	1	-0.4	-0.1	1.2	-3	-0.9
COC(=O)C(Sc1nc(C)cc(C)c1C#N)c1ccccc1 (stereo not given)	0.6	-0.7	-1	-9	1.3	-1	0.5	-1.0	-0.9	-5	4.6
Cn1[nH]c(C(F)(F)F)c(C=NCc2ccc(Cl)cc2)c1=O	0.7	-1.1	4	3	-2.2	2	0.3	0.2	0.0	1	1.5
Cn1nc(C2CC2)cc1NC(=O)CC(CC(=O)O)c1ccccc1 (stereo not given)	-0.1	-0.6	-3	3	-1.5	-3	0.7	x	-2.0	6	-0.6
CN(CC(=O)OCC(=O)NCc1ccccc1)S(=O)(=O)c1ccc(Cl)cc1	0.1	-0.9	-4	0	1.3	-3	0.6	1.5	-2.5	-13	1.1
Cc1ccc(S(=O)(=O)N2CCOCC2)cc1C(=O)N1CCc2ccccc21	-0.6	-0.4	3	-2	0.1	-3	0.6	-0.5	1.3	2	-1.7
Cc1cc(C)nc(NC(=S)Nc2ccccc2)n1	0.9	-0.4	-2	0	1.1	1	0.2	-0.5	3.8	6	1.7
S=C(Nc1cccnc1)NC1CCCCCCC1	-0.5	-1.0	4	1	-0.6	-3	-0.2	2.3	-1.8	14	-1.4
CC(C)Oc1ccc(S(=O)(=O)N2CCCCC2)cc1NC(=O)C1=COCCO1	-1.2	-1.5	4	12	-0.6	-2	-0.2	0.0	-1.4	-35	2.5
COc1ccc(OC)c(S(=O)(=O)N2CCN(CC(O)COc3ccc(C#N)cc3)CC2)c1 (stereo not given)	-0.6	-1.2	3	-3	-1.6	-2	-0.1	0.0	-1.5	-5	1.2
COc1ccc(NC(=O)CNc2ccccc2N2CCCC2=O)cc1S(=O)(=O)N1CCOCC1	-1.6	-0.9	0	0	2.7	-3	-0.3	0.5	-0.5	7	-0.1
Cc1ccc(C(=O)C[n+]2cc(Br)cc(Br)c2)cc1	0.2	-0.9	3	6	-0.1	0	-0.7	-1.0	-0.6	-1	1.6
Cc1c(Cc2ccccc2)sc(NC(=O)/C=C/c2cccc3ccccc23)c1C(N)=O	-0.5	-1.2	-3	-4	1.2	-1	-0.8	2.2	-0.6	-16	-0.5
COC(=O)COc1ccc(S(=O)(=O)NCCC2=CCCCC2)cc1	0.5	-1.2	3	14	0.6	-1	0.2	-0.5	-0.4	-6	-1.4

Screening results as filed in PubChem.
